Bioassay records deposited in PubChem BioAssay by Broad Institute.
T cruzi intra: inhibitors of intracellular Trypanosoma cruzi; intracellular Trypanosoma cruzi in host cells, plate reader; activity score (inhibition), % at 5.01 µM; actives 4.9% (n = 22,000); AID 651903; in the data active = activity score above about 55%;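 also: parasites and compound incubated about four days before reading; 0% = median of neutral control wells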
INS-1E ATP HTS: rescue of cytokine-induced death in INS-1E beta cells; INS-1E cytokine-induced death, ATP luminescence, 48 h; normalised: neutral wells 0, positive control 100; protection from cytokine-induced ATP loss, % at 10 µM; actives 0.1% (n = 20,000); AID 488910;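 active = mean replicate protection from cytokine-induced ATP loss at least 50% and at least 75% of replicates each reaching 50%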
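Assay system: INS-1E rat insulinoma cells. Amount: 8000 cells per well. Medium: phenol-red-free RPMI with 5% fetal bovine serum. Reagent: IL-1β, TNF-α and IFN-γ cytokine mix. Doses: one compound concentration, pin transfer. Schedule: 48 h co-treatment, 10 min post-lysis read. Detection: CellTiter-Glo luminescence measuring cellular ATP.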
Active calls of the source: *; · = not tested or not shown.

SMILES | T cruzi intra | INS-1E ATP HTS
C[C@@H]1CN([C@H](C)CO)C(=O)Cc2cc(NC(=O)C3CC3)ccc2O[C@H]1CN(C)S(=O)(=O)c1ccc(Cl)cc1 | -14 | 20
CC(C)NC(=O)Nc1ccc2c(c1)C(=O)N([C@@H](C)CO)C[C@H](C)[C@@H](CN(C)S(=O)(=O)c1cn(C)cn1)O2 | 1 | -11
C[C@H](CO)N1C[C@H](C)[C@H](CN(C)CC2CCCCC2)Oc2ccc(NC(=O)NC3CCCCC3)cc2C1=O | -18 | -1
C[C@@H]1CN([C@@H](C)CO)C(=O)c2cc(NC(=O)CCC(F)(F)F)ccc2O[C@H]1CN(C)S(=O)(=O)c1cn(C)cn1 | 5 | 0
C[C@@H]1CN([C@H](C)CO)C(=O)Cc2cc(NS(=O)(=O)c3cn(C)cn3)ccc2O[C@@H]1CN(C)C(=O)Nc1ccccc1 | -40 | 11
C[C@@H]1CN([C@@H](C)CO)C(=O)c2cc(NC(=O)Nc3ccc4c(c3)OCO4)ccc2O[C@H]1CN(C)C(=O)NC1CCCCC1 | -12 | -16
C[C@H](CO)N1C[C@H](C)[C@H](CN(C)Cc2ccc(C(=O)O)cc2)Oc2c(NC(=O)C3CCOCC3)cccc2C1=O | -14 | 12
C[C@@H]1CN([C@@H](C)CO)C(=O)c2cccc(NS(=O)(=O)c3ccccc3)c2O[C@@H]1CN(C)Cc1ccc(Oc2ccccc2)cc1 | 8 | -22
Cc1ccc(S(=O)(=O)N(C)C[C@@H]2Oc3ccc(NC(=O)Cc4ccccc4)cc3C(=O)N([C@H](C)CO)C[C@H]2C)cc1 | -1 | -6
C[C@@H]1CN([C@@H](C)CO)C(=O)Cc2cc(NC(=O)Cn3cnnn3)ccc2O[C@@H]1CN(C)Cc1ccc(C(=O)O)cc1 | -22 | 5
C[C@@H]1CN([C@@H](C)CO)C(=O)c2cccc(NS(=O)(=O)c3cn(C)cn3)c2O[C@@H]1CN(C)C(=O)Nc1ccc(C(F)(F)F)cc1 | -24 | 8
C[C@H]1CN([C@@H](C)CO)C(=O)Cc2cc(NS(=O)(=O)c3cccs3)ccc2O[C@H]1CN(C)C(=O)NC1CCCCC1 | -1 | 0

(listing goes on)
SMILES | T cruzi intra | INS-1E ATP HTS
CC(C)NC(=O)Nc1ccc2c(c1)CC(=O)N([C@@H](C)CO)C[C@H](C)[C@@H](CN(C)C(=O)Nc1ccc(F)cc1)O2 | -19 | -6
C[C@@H]1CCCCO[C@@H](CN(C)Cc2ccc3c(c2)OCO3)[C@@H](C)CN([C@H](C)CO)C(=O)c2cc(NC(=O)CCCN(C)C)ccc2O1 | -4 | 2
COc1ccc(S(=O)(=O)Nc2ccc3c(c2)C(=O)N([C@H](C)CO)C[C@H](C)[C@@H](CN(C)C(=O)c2ccccc2)OCCCC[C@@H](C)O3)cc1 | 1 | 8
C[C@@H]1CN([C@H](C)CO)C(=O)c2cc(NC(=O)CCN3CCOCC3)ccc2O[C@@H]1CN(C)Cc1ccc2c(c1)OCO2 | 12 | 4
Cc1noc(C)c1NC(=O)N(C)C[C@H]1Oc2c(NS(=O)(=O)c3ccc(F)cc3)cccc2C(=O)N([C@H](C)CO)C[C@@H]1C | -1 | 4
COc1ccc(NC(=O)Nc2cccc3c2O[C@@H](CN(C)C(=O)Nc2ccc(OC)cc2)[C@@H](C)CN([C@@H](C)CO)C3=O)cc1 | 14 | 0
COc1ccc(S(=O)(=O)N(C)C[C@@H]2Oc3ccc(NS(=O)(=O)c4c(C)noc4C)cc3CC(=O)N([C@H](C)CO)C[C@H]2C)cc1 | -23 | 16
COc1ccc(NC(=O)Nc2ccc3c(c2)CC(=O)N([C@H](C)CO)C[C@@H](C)[C@H](CN(C)C(=O)Nc2ccccc2)O3)cc1 | -12 | 5
Cc1noc(C)c1NC(=O)N(C)C[C@@H]1Oc2ccc(NS(=O)(=O)c3cccs3)cc2CC(=O)N([C@H](C)CO)C[C@@H]1C | -15 | 2
C[C@@H]1CN([C@H](C)CO)C(=O)c2cc(NC(=O)Cc3cn(C)c4ccccc34)ccc2O[C@H]1CN(C)C(=O)Nc1ccccc1 | -10 | 9
Cc1noc(C)c1NC(=O)Nc1cccc2c1O[C@@H](CN(C)S(=O)(=O)c1cccs1)[C@H](C)CN([C@H](C)CO)C2=O | -20 | 7
C[C@H]1CN([C@@H](C)CO)C(=O)CCCn2cc(nn2)CO[C@@H]1CN(C)C(=O)Nc1ccc(-c2cccs2)cc1 | -4 | ·

(further entries)
SMILES | T cruzi intra | INS-1E ATP HTS
C[C@@H]1CCCCO[C@H](CN(C)S(=O)(=O)c2cccs2)[C@@H](C)CN([C@H](C)CO)C(=O)c2cc(NS(=O)(=O)c3ccc(F)cc3)ccc2O1 | 15 | 10
C[C@@H]1CN([C@H](C)CO)C(=O)Cc2cc(NC(=O)C3CC3)ccc2O[C@@H]1CN(C)S(=O)(=O)c1ccccc1 | 7 | -5
C[C@H](CO)N1C[C@H](C)[C@H](CN(C)S(=O)(=O)c2cn(C)cn2)Oc2c(NS(C)(=O)=O)cccc2C1=O | -22 | 6
COc1ccc(NC(=O)Nc2cccc3c2O[C@@H](CN(C)C(=O)NC(C)C)[C@@H](C)CN([C@@H](C)CO)C3=O)cc1 | -19 | 12
C[C@@H]1CN([C@@H](C)CO)C(=O)c2cccc(NC(=O)CCCCCC(=O)Nc3ccccc3N)c2O[C@H]1CN(C)S(C)(=O)=O | -22 | 18
C[C@@H]1CN([C@@H](C)CO)C(=O)c2cccc(NS(=O)(=O)c3ccccc3)c2O[C@H]1CN(C)Cc1ccc(C(=O)O)cc1 | -10 | 9
C[C@@H]1CN([C@H](C)CO)C(=O)c2cccc(NS(=O)(=O)c3ccc(Cl)cc3)c2O[C@H]1CN(C)C(=O)Nc1ccc2c(c1)OCO2 | 1 | 3
C[C@H]1CN([C@@H](C)CO)C(=O)Cc2cc(NC(=O)CCC(F)(F)F)ccc2O[C@@H]1CN(C)S(=O)(=O)c1cccs1 | -10 | 16
COc1ccc(C#Cc2cnc3c(c2)C(=O)N([C@H](C)CO)C[C@H](C)[C@H](CN(C)C(=O)Nc2ccc4c(c2)OCO4)O3)cc1OC | 50 | ·
C[C@@H]1CN([C@H](C)CO)C(=O)Cc2cc(NC(=O)Cc3cn(C)c4ccccc34)ccc2O[C@@H]1CN(C)S(=O)(=O)c1ccc(Cl)cc1 | 67* | 3
C[C@H]1CN([C@@H](C)CO)C(=O)Cc2cc(NC(=O)C3CCCCC3)ccc2O[C@@H]1CN(C)Cc1ccc(Oc2ccccc2)cc1 | 59* | -29
C[C@@H]1CN([C@@H](C)CO)C(=O)c2cc(NC(=O)C3CC3)ccc2O[C@@H]1CN(C)S(=O)(=O)c1cccs1 | 5 | ·

Complete entries, quoted from the list. Values in the order: T cruzi intra, INS-1E ATP HTS
Results for `COc1ccc(S(=O)(=O)Nc2ccc3c(c2)C(=O)N([C@H](C)CO)C[C@H](C)[C@@H](CN(C)C(=O)c2ccccc2)OCCCC[C@@H](C)O3)cc1` : 1, 8
Results for `C[C@@H]1CCCCO[C@H](CN(C)S(=O)(=O)c2cccs2)[C@@H](C)CN([C@H](C)CO)C(=O)c2cc(NS(=O)(=O)c3ccc(F)cc3)ccc2O1` : 15, 10
Results for `C[C@@H]1CN([C@H](C)CO)C(=O)c2cccc(NS(=O)(=O)c3ccc(Cl)cc3)c2O[C@H]1CN(C)C(=O)Nc1ccc2c(c1)OCO2` : 1, 3
Results for `C[C@@H]1CN([C@@H](C)CO)C(=O)c2cccc(NS(=O)(=O)c3ccccc3)c2O[C@@H]1CN(C)Cc1ccc(Oc2ccccc2)cc1` : 8, -22
Results for `Cc1ccc(S(=O)(=O)N(C)C[C@@H]2Oc3ccc(NC(=O)Cc4ccccc4)cc3C(=O)N([C@H](C)CO)C[C@H]2C)cc1` : -1, -6

Going on with the list.
SMILES | T cruzi intra | INS-1E ATP HTS
C[C@@H]1CN([C@@H](C)CO)C(=O)Cc2cc(NS(C)(=O)=O)ccc2O[C@@H]1CN(C)Cc1ccc(-c2ccccc2)cc1 | -18 | -6
C[C@@H]1CN([C@@H](C)CO)C(=O)c2cc(NC(=O)CCCN(C)C)ccc2O[C@@H]1CN(C)C(=O)Nc1cccc2ccccc12 | 8 | 2
C[C@@H]1CN([C@@H](C)CO)C(=O)Cc2cc(NC(=O)CCCCCC(=O)Nc3ccccc3N)ccc2O[C@@H]1CN(C)C(=O)NC1CCCCC1 | 3 | -6
C[C@H]1CN([C@@H](C)CO)C(=O)c2cc(NC(=O)CCN3CCOCC3)ccc2O[C@@H]1CN(C)C(=O)Nc1cccc2ccccc12 | -27 | -1
C[C@@H]1CN([C@@H](C)CO)C(=O)c2cc(NC(=O)CCN3CCOCC3)ccc2O[C@H]1CN(C)Cc1ccc(C(=O)Nc2ccccc2N)cc1 | 13 | -10
C[C@@H]1CN([C@@H](C)CO)C(=O)CCCn2nncc2CO[C@@H]1CN(C)Cc1ccccc1 | -4 | ·
C[C@@H]1CN([C@@H](C)CO)C(=O)CCCn2nncc2CO[C@@H]1CN(C)C(=O)Nc1ccccc1F | -14 | ·
CC(C)NC(=O)N(C)C[C@H]1Oc2c(NC(=O)NC3CCCCC3)cccc2C(=O)N([C@H](C)CO)C[C@H]1C | 15 | 9
C[C@H]1CN([C@@H](C)CO)C(=O)c2cc(NC(=O)CCN3CCOCC3)ccc2O[C@@H]1CN(C)S(=O)(=O)c1cn(C)cn1 | -21 | 5
COc1ccc(S(=O)(=O)Nc2cccc3c2O[C@@H](CN(C)S(=O)(=O)c2ccccc2)[C@H](C)CN([C@H](C)CO)C3=O)cc1 | 6 | 8
C[C@H](CO)N1C[C@H](C)[C@H](CN(C)C(=O)Nc2ccc3c(c2)OCO3)Oc2ccc(NS(=O)(=O)c3ccc(F)cc3)cc2C1=O | 2 | ·
CC(C)NC(=O)N(C)C[C@H]1Oc2c(NC(=O)c3ccc(-c4nccs4)cc3)cccc2C(=O)N([C@@H](C)CO)C[C@H]1C | 1 | -4

Grouped by structure: the entries above containing a CF3 group
SMILES | T cruzi intra | INS-1E ATP HTS
C[C@@H]1CN([C@@H](C)CO)C(=O)c2cc(NC(=O)CCC(F)(F)F)ccc2O[C@H]1CN(C)S(=O)(=O)c1cn(C)cn1 | 5 | 0
C[C@@H]1CN([C@@H](C)CO)C(=O)c2cccc(NS(=O)(=O)c3cn(C)cn3)c2O[C@@H]1CN(C)C(=O)Nc1ccc(C(F)(F)F)cc1 | -24 | 8
C[C@H]1CN([C@@H](C)CO)C(=O)Cc2cc(NC(=O)CCC(F)(F)F)ccc2O[C@@H]1CN(C)S(=O)(=O)c1cccs1 | -10 | 16

Next records follow.
SMILES | T cruzi intra | INS-1E ATP HTS
C[C@@H]1CN([C@H](C)CO)C(=O)Cc2cc(NS(=O)(=O)c3cn(C)cn3)ccc2O[C@H]1CN(C)Cc1ccncc1 | -1 | 9
C[C@@H]1CN([C@H](C)CO)C(=O)c2cccc(NS(=O)(=O)c3cccs3)c2O[C@@H]1CN(C)Cc1ccncc1 | -17 | 11
C[C@@H]1CN([C@@H](C)CO)C(=O)Cc2cc(NS(=O)(=O)c3cn(C)cn3)ccc2O[C@@H]1CN(C)S(C)(=O)=O | -11 | -4
Cc1noc(C)c1NC(=O)Nc1ccc2c(c1)CC(=O)N([C@H](C)CO)C[C@H](C)[C@H](CN(C)S(=O)(=O)c1ccc(F)cc1)O2 | -14 | -1
C[C@H]1CN([C@@H](C)CO)C(=O)c2cc(NS(=O)(=O)c3ccc(F)cc3)ccc2O[C@@H]1CN(C)S(C)(=O)=O | 6 | -1
COc1ccc(S(=O)(=O)N(C)C[C@@H]2Oc3ccc(NC(=O)NC4CCCCC4)cc3CC(=O)N([C@H](C)CO)C[C@@H]2C)cc1 | 4 | -3
Cc1noc(C)c1S(=O)(=O)N(C)C[C@@H]1Oc2ccc(NS(=O)(=O)c3ccc(Cl)cc3)cc2CC(=O)N([C@H](C)CO)C[C@@H]1C | -1 | 21
C[C@@H]1CN([C@H](C)CO)C(=O)CCCn2nncc2CO[C@@H]1CN(C)S(=O)(=O)c1ccc(F)cc1 | -10 | ·
COc1cc(/C=N/NC(=O)c2cccc(C(=O)NO)c2)cc(OC)c1OC | -5 | 3
CC(C)OC(=O)N(C)C[C@@H]1OCc2cn(nn2)CCCC(=O)N([C@@H](C)CO)C[C@H]1C | -19 | ·
C[C@@H]1CN([C@@H](C)CO)C(=O)c2cc(NS(=O)(=O)c3cccs3)ccc2O[C@H]1CN(C)CC1CC1 | -1 | -1
C[C@H]1CN([C@@H](C)CO)C(=O)c2cccc(NS(=O)(=O)c3ccc(Cl)cc3)c2O[C@H]1CN(C)Cc1ccc(C(=O)O)cc1 | -5 | 10

Some of the compounds tested; the hit share may differ from the screen's.
